inhibitors of VEEV: inhibitors of VEEV TC-83 cytopathic effect, confirmation, Vero cells (AID 588727); one-dose inhibition, % at 20 µM; IC50 in µM for titrated hits; 350,000 tested, 0.13% active; Vero cells, VEEV TC-83 cytopathic effect inhibition; higher % means a stronger effect; in the data active = a potency from the dose series; inconclusive = inhibition mostly from about 14% at the one dose, without a potency; inactive = the rest, 99 in 100 with inhibition below about 12%; also: strong numbers were not always called active
Salmonella PhoP GFP: PhoP regulon inhibitors, Salmonella typhi PhoP promoter GFP reporter, confirmatory (AID 1850); Salmonella Typhi PhoP-promoter GFP reporter, fluorescence, 4 h; higher % means a stronger effect; inhibition, % at 50 µM; hits with a dose series show IC50 in µM; 310,000 tested, 0.33% active; in the data active = a potency from the dose series; inconclusive = inhibition mostly from about 25% at the one dose, without a potency; inactive = the rest, 99 in 100 with inhibition below about 19%;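 also: 0% = induced wells with vehicle and 100% = uninduced wells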
M. tuberculosis: growth inhibition of non-replicating M. tuberculosis (AID 488890). Mycobacterium tuberculosis non-replicating, growth inhibition; higher % means a stronger effect. inhibition, % at 25 µM; hits with a dose series show IC50 in µM. 320,000 tested, 0.39% active; in the data active = a potency from the dose series; inconclusive = inhibition mostly from about 82% at the one dose, without a potency; inactive = the rest, 99 in 100 with inhibition below about 76%;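 also: plate controls were DMSO cells for no effect and high antibiotic wells for full effect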
influenza NS1A: NS1A inhibition, H1N1 influenza, cell based functional assay (AID 504329); NS1A functional cell-based assay, percent inhibition; higher % means a stronger effect; inhibition, % at 12.5 µM, or IC50 in µM where a hit was titrated; 340,000 tested, 0.3% active; in the data active = a potency from the dose series; inconclusive = inhibition above about 27% without an active follow-up result; also: strong numbers were not always called active
H37Rv inhibition: M. tuberculosis growth inhibition, HTS (AID 449762); M. tuberculosis H37Rv growth inhibition, 7H9 media; higher % means a stronger effect; one-dose inhibition, % at 25 µM; IC50 in µM for titrated hits; 330,000 tested, 0.59% active; in the data active = a potency from the dose series; inconclusive = inhibition above about 70% without an active follow-up result;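 also: bacterial growth assessed after seven days of incubation; strong numbers were not always called active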
inhibitors of VEEV 10K pilot screen: recorded beside inhibitors of VEEV, whose call it bears; inhibition, %; measured here: 10K pilot screen inhibition
Numbers without * were called inactive; i = inactive; ? = inconclusive; · = not tested or not shown; & = joins results of further samples.

SMILES	inhibitors of VEEV	Salmonella PhoP GFP	M. tuberculosis	influenza NS1A	H37Rv inhibition	others
C=CCn1c(CCNC(=O)c2cccs2)nnc1SCC(=O)c1ccc(Cl)cc1	i	3%	19%	4%	-5%
CCC(C)n1nccc1NC(=O)C(C)OC(=O)c1cc2ccccc2[nH]1 (centres undefined)	7.5%	-4%	14%	3%	-4%
CC(=O)N1CCN(c2cc3c(cc2F)c(=O)c(C(=O)O)cn3C2CC2)CC1	1.5%	0%	1.4µM*	1%	?
O=C(N/N=C/c1cccc(Oc2ccccc2)c1)c1cccc(O)c1	8.8%	-3%	36%	5%	1%
O=C(Cn1c2ccccc2c(=O)c2ccccc21)Nc1cccc(F)c1	0.3%	-3%	8%	4%	-1%
Cc1c([N+](=O)[O-])c(C(=O)Nc2ccc3c(c2)OCCO3)nn1C	0.6%	6%	1%	-5%	-1%
CCSc1cnnc2ccccc12	1.6%	·	·	0%	·
CCC(C)N1CC(=O)N2C(c3ccc(OC)cc3OC)c3[nH]c4ccccc4c3C[C@H]2C1=O (some centres undefined)	0.8%	-4%	17%	-14%	7%
CCN(CC)CC(O)COc1ccc2c(c1)OCO2 (centres undefined)	0.3%	-1%	0%	2%	4%
COc1ccc2c(c1OC)C(=O)N1C2SC(C)(C)[C@H]1C(=O)NC(C)C (some centres undefined)	i	-6%	-25%	25%	-7%
O=C(Nc1ccc(S(=O)(=O)N2CCc3ccccc3C2)cc1)C1CCCO1 (centres undefined)	1.8%	0%	4%	10%	-1%
Cc1ccc(S(=O)(=O)CC(=O)c2ccccc2)cc1	0.4%	-6%	-1%	-3%	-2%
O=C(C1CCC(C(=O)N2CCc3ccccc32)CC1)N1CCc2ccccc21 (centres undefined)	5.0%	4%	-1%	1%	-1%
CCCCC(=O)NC1(C(F)(F)F)C(=O)Nc2c1c(=O)[nH]c(=O)n2Cc1ccco1 (centres undefined)	0.2%	1%	-11%	2%	-1%
Cc1ccc(C(C)NC(=O)c2ccc3c(c2)OCO3)cc1C (centres undefined)	2.2%	-5%	61%	-10%	-13%
Cc1ccc(NC(=O)CSc2ccc(-c3ccccn3)nn2)c(C)c1	2.1%	-7%	?	3%	2%
COc1cc(/C=C/C(=O)OCC(=O)NC(=O)NC23CC4CC(CC(C4)C2)C3)ccc1OCC#N	11%	-3%	22%	1%	?
Cc1ccc(C(=O)NC(=S)Nc2ccc(Oc3ccc(Cl)cc3)cc2)cc1	0.6%	6%	?	-2%	25%	inhibitors of VEEV 10K pilot screen=1.3
CSCCC(NC(=O)c1ccccc1)C(=O)NCCCn1nc(C)cc1C (centres undefined)	0.5%	·	2%	-4%	2%
CC(=O)c1cccc(NC(=O)N2CCCC(C(=O)c3cc(F)ccc3F)C2)c1 (centres undefined)	0.1%	3%	-8%	8%	-5%
CCSc1nnc(NC(=O)C2CCN(S(=O)(=O)c3ccccc3C(F)(F)F)CC2)s1	1.0%	-7%	24%	13%	-5%
CCN(c1ccccc1)S(=O)(=O)c1ccc(Cl)c(NC(=O)CN2C(=O)NC3(CCCC3)C2=O)c1	2.2%	17%	16%	4%	10%
O=C(NCc1ccco1)C1CC(c2c(Cl)cccc2Cl)=NO1 (centres undefined)	0.6%	-5%	19%	-8%	-6%
Cc1cccc(/C=N/NC(=O)c2cc3c(s2)-c2ccccc2CC3)c1	7.0%	0%	11%	-1%	?
CC(C)(C)c1cc(C(=O)O)c(CN2CCCCC2)o1	1.0%	-1%	4%	5%	2%
O=C(Nc1ccc2c(c1)CCC2)C1CCN(c2c3c(nc4ncnn24)CCC3)CC1	0.7%	5%	25%	4%	-2%
CC(C)c1ccc(C(=O)Nc2cccnc2)cc1	1.8%	4%	23%	-8%	?
CC(Oc1ccc(-n2cnnn2)cc1)C(=O)O (centres undefined)	1.7%	5%	-14%	-21%	-12%
CCOCCn1c(CN2CCN(CC)CC2)nc2c1c(=O)n(C)c(=O)n2C	1.2%	-2%	6%	-6%	8%
CCCNc1c(NS(=O)(=O)c2c(F)c(F)c(F)c(F)c2F)c(=O)oc2ccccc12	i	-4%	-6%	8%	4%

Fetched by structure from above (6):
SMILES	inhibitors of VEEV	Salmonella PhoP GFP	M. tuberculosis	influenza NS1A	H37Rv inhibition	others
COc1ccc2c(c1OC)C(=O)N1C2SC(C)(C)[C@H]1C(=O)NC(C)C (some centres undefined)	i	-6%	-25%	25%	-7%
CCN(CC)CC(O)COc1ccc2c(c1)OCO2 (centres undefined)	0.3%	-1%	0%	2%	4%
CCSc1nnc(NC(=O)C2CCN(S(=O)(=O)c3ccccc3C(F)(F)F)CC2)s1	1.0%	-7%	24%	13%	-5%
O=C(Nc1ccc2c(c1)CCC2)C1CCN(c2c3c(nc4ncnn24)CCC3)CC1	0.7%	5%	25%	4%	-2%
CC(C)(C)c1cc(C(=O)O)c(CN2CCCCC2)o1	1.0%	-1%	4%	5%	2%
C=CCn1c(CCNC(=O)c2cccs2)nnc1SCC(=O)c1ccc(Cl)cc1	i	3%	19%	4%	-5%

Additional records.
SMILES	inhibitors of VEEV	Salmonella PhoP GFP	M. tuberculosis	influenza NS1A	H37Rv inhibition	others
COc1ccc2nc(C)cc(SCC(=O)NNC(=O)COc3cccc4ccccc34)c2c1	3.7%	-2%	-35%	-4%	-6%
C#CCNC(=O)C1=C[C@H](C(C)(C)C)C[C@H](OCc2ccc(CO)cc2)O1	0.4%	7%	1%	-1%	3%
O=C(CCn1cnnn1)Nc1ccc(Cl)c(Cl)c1	0.7%	3%	3%	4%	-2%
CCOC(=O)C1=NN(c2ccc(C)cc2)C2(S1)SC(C(C)=O)=C(C)N2c1ccccc1 (centres undefined)	4.3%	-3%	61%	18%	·
CCN(CC(=O)Nc1c(F)cccc1F)C(=O)c1cccc(-n2cnnn2)c1	i	·	·	-3%	·
Cc1c(CC(=O)N[C@@H](C)C(=O)O)c(=O)oc2cc3oc4c(c3cc12)CCCC4	1.5%	-12%	7%	-4%	-11%
CCn1ncc(-c2cc(C(=O)O)no2)c1C	1.0%	0%	0%	·	-4%
COc1ccc(OC)c(C2=NS(=O)(=O)N(C)C(C(=O)Nc3cccc(C(C)=O)c3)=C2)c1	3.8%	4%	8%	7%	5%
CN(CC(=O)Nc1c(Cl)cccc1Cl)CC(=O)N(C)C1(C#N)CCCCC1	2.0%	·	-10%	-30%	3%
O=C(CN1CCN(S(=O)(=O)c2cccs2)CC1)N1CCCCC1	2.6%	·	·	-10%	·
Cc1c(C2(O)CCCCC2)[nH]c2ccc(C#N)cc12	1.1%	·	4%	-18%	5%
Cc1ccc(CC2S/C(=C(/C#N)C(=O)N3CCOCC3)N(c3ccccc3)C2=O)cc1 (centres undefined)	0.5%	1%	-12%	3%	3%
CCN(c1ccccc1)S(=O)(=O)c1ccc2[nH]c(=O)c(=O)[nH]c2c1	2.7%	3%	-9%	3%	-2%
COc1ccc(Cn2ccnc2CO)cc1[N+](=O)[O-]	0.6%	1%	2%	1%	-5%
COCCN1Cc2cccc(C(=O)N3CCN(c4cc(C)ccc4C)CC3)c2C1=O	3.0%	-6%	37%	1%	-6%
CC(=O)c1cc2c(cc1NC(=O)CN(C)S(=O)(=O)c1cccs1)OCO2	8.8%	·	30%	-1%	2%
Cc1c(Cl)cccc1Nc1nc(NCCO)c2ccccc2n1	4.5%	11µM*	38%	3%	3%
Cc1ccc(S(=O)(=O)NCC(=O)OCC(=O)N(C)C2CCS(=O)(=O)C2)cc1 (centres undefined)	1.7%	2%	1%	-17%	4%
O=C1N/C(=C/c2cccn2-c2ccccc2)C(=O)N1c1cccc(Cl)c1	0.7%	1%	-17%	-2%	-9%
CS(=O)(=O)N1CCCC(C(=O)NCCc2ccccc2)C1 (centres undefined)	0.2%	-14%	1%	3%	-7%
COCCN(C(=O)CCC(=O)Nc1nccs1)C(C(=O)NCCC(C)C)c1ccc(F)cc1 (centres undefined)	2.1%	12%	15%	4%	-5%
Cc1cc(C)n(-c2nc3ccccc3c(=O)n2OCCOc2ccccc2)n1	i	1%	26%	2%	-5%
CC(=O)c1c(C)[nH]c(C(=O)OCc2cccc(C)c2)c1C	1.8%	14%	35%	5%	3%
O=C(NCC1CCCO1)C(c1ccncc1)N(Cc1cccs1)C(=O)CN1C(=O)c2ccccc2S1(=O)=O (centres undefined)	1.2%	-14%	3%	-1%	-3%
C/C(=N\NC(=O)CCn1nnc2ccccc21)c1ccco1	i	5%	-8%	9%	-8%
Cn1c(SCC(=O)NCc2ccc3c(c2)OCO3)nc2c(c1=O)SCC2	2.1%	-4%	-6%	-2%	-3%
O=C(Cc1ccc(Cl)cc1)Nc1ccccc1Sc1ccccc1	0.1%	-1%	2%	13%	-1%
CCOc1ccc(OC(=O)c2ccc3c(=O)n4c(nc3c2)CCC4)cc1	0.7%	-8%	0.5µM*	9%	?
O=C(Nc1ncnc2sc3c(c12)CCCCC3)c1ccc(F)cc1	4.8%	-9%	?	-5%	?
CC(=O)Nc1ccc(S(=O)(=O)Oc2ccc(Br)cc2C(=S)N2CCOCC2)cc1	6.7%	4%	-5%	10%	-1%
C=CCNc1nc(C(=O)OCC(=O)Nc2ccc(S(N)(=O)=O)cc2)cs1	1.9%	1%	0%	-1%	1%
CCOC(=O)c1csc(-c2snnc2C)n1	i	7%	5.1µM*	-22%	21µM*
CC(C)N(C(=O)[C@H]1C[C@H](CC(=O)NCc2ccco2)C(=O)N2CCc3c([nH]c4cc(CCC(=O)N(C)C)ccc34)[C@]12C)C(C)C	i	·	·	-7%	·
CCc1nnc(NC(=O)C(C)Sc2ccccc2)s1 (centres undefined)	0.9%	1%	74%	4%	2%
O=C(O)CCCC(=O)Nc1nc(-c2ccc(F)cc2)cs1	0.6%	-6%	12%	-10%	5%
OCCC1CN(Cc2ccc(Oc3ncccn3)cc2)CCN1C1CCCC1 (centres undefined)	i	-6%	1%	-2%	-5%
Cc1cc(=O)n(C)c(=O)n1CCCCCCOc1cccc([N+](=O)[O-])c1	i	-6%	52%	-1%	19%
Cc1ccc(CCNC(=O)C2CCN(S(=O)(=O)N3CCOCC3)CC2)cc1	2.0%	-1%	15%	-1%	-8%
OC1=C(O)c2nc3ccccc3nc21	1.9%	3%	-15%	3%	-10%
Cc1ccc(C(=O)Nc2ccc(C(=O)N/N=C/c3ccc(C)o3)cc2)cc1	0.8%	8%	9%	1%	7%
Cc1nn2c(C(F)(F)F)c3c(nc2c1-c1ccccc1)CCC3	i	-6%	28%	8%	-8%
O=C(NNS(=O)(=O)c1ccccc1[N+](=O)[O-])c1cccc(Cl)c1	0.8%	-6%	17%	-8%	-3%
c1ccc(Cn2c(CN3CCCC3)nc3ccccc32)cc1	0.6%	-12%	50%	-7%	40%
CC1CCN(C(C)C(=O)Nc2cc(S(=O)(=O)N3CCCCC3)ccc2Cl)CC1 (centres undefined)	4.1%	·	32%	-2%	-4%
C=CCn1c(N)c(C(=O)OC(C)CC)c2nc3ccccc3nc21 (centres undefined)	7.8%	·	·	0%	·	inhibitors of VEEV 10K pilot screen=5.3
COc1ccc(C2CC(=O)C3=C(C2)Nc2ccccc2N(C(=O)C2CC2)C3c2cccnc2)cc1OC (centres undefined)	2.6%	-2%	37%	24%	1%
CCCCC(=O)O[C@H]1CC[C@H]2[C@@H]3CCc4cc(O)ccc4[C@H]3CC[C@]12C	i	2%&-1%	10%	-1%	?
COc1ccc(NC(=O)CSc2ncnc3c2sc2ccccc23)c(OC)c1	1.3%	-9%	-5%	-1%	-12%
O=S(=O)(c1ccc(N2CCN(CCO)CC2)nc1)N1CCOCC1	i	-6%	2%	9%	6%
CC(C)(C)Nc1ncnc2c1cnn2-c1ccccc1	8.0%	9%	·	-3%	6%

New compounds follow:
SMILES	inhibitors of VEEV	Salmonella PhoP GFP	M. tuberculosis	influenza NS1A	H37Rv inhibition	others
CC1CCN(C(=O)COC(=O)c2ccc([N+](=O)[O-])o2)CC1	1.0%	·	?	-16%	?
CCNc1nc(NCC)nc(N(C#N)CCOc2ccccc2)n1	2.2%	-6%	18%	-5%	5%
O=C1CCCN1CC1CCCN(Cc2nc(COc3ccccc3)no2)C1 (centres undefined)	0.3%	6%	3%	3%	1%
O=C(Nc1ccc2c(c1)Cc1ccccc1-2)c1cccnc1	3.8%	-4%	24%	11%	4%
O=C(OCCN1CCN(C2=NS(=O)(=O)c3ccccc32)CC1)c1ccccc1F	1.3%	-9%	-13%	-11%	4%
S=c1[nH]ccn1-c1cccc(Cl)c1Cl	i	6%	13%	4%	-2%

Source: PubChem
